mIAP inh: blocks mouse intestinal alkaline phosphatase; purified mouse IAP, CDP-Star luminescence, 30 min; inhibition, % at 10 µM; hit rate 0.2% among 330,000;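 active = inhibition of at least 40% at 10 µM in the primary screen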;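 note: plate controls were DMSO with enzyme for no effect and no enzyme wells for full effect; values of inactives mirror those of a sister screen read the other way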
mIAP activ: increases mouse intestinal alkaline phosphatase activity | muIAP, CDP-Star luminescence, 30 min; active compounds read high; 1 = vehicle-only enzyme signal, 0 = enzyme-free wells | activation factor at 10 µM | hit rate 0.24% among 330,000 | AID 2805;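 active = activation factor of at least 2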; note: the source names both 10 and 20 µM as test concentration; values of inactives mirror those of a sister screen read the other way
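Assay system: mouse IAP enzyme; reagent: chemiluminescent substrate CDP-Star; dosing: test compounds delivered from DMSO solution; schedule: 30 min at room temperature; measured by: luminescence from enzymatic CDP-Star hydrolysis; controls: DMSO-only wells and no-enzyme negative control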
hIAP block: blocks human intestinal alkaline phosphatase; AID 2544; P09923; inhibition, % at 10 µM; purified IAP, CDP-Star luminescence, 30 min; hit rate 0.12% among 330,000;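 active = inhibition reaching a set limit with compound at 10 µM in the primary screen, cut at about 35% in these data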;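 note: plate controls were DMSO wells with enzyme for no effect and no-enzyme buffer wells for full effect; values of inactives mirror those of a sister screen read the other way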
tim10-1 inh: inhibits growth of tim10-1 mutant yeast | S. cerevisiae tim10-1 ts strain growth, BacTiter-Glo, 24 h | inhibition, % at 20 µM | hit rate 2.2% among 330,000;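 active = inhibition of at least 40%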;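 note: mutant grown at 25 °C; 0% = DMSO wells with yeast and 100% = wells holding no yeast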
APOBEC3G inh: blocks human APOBEC3G single-stranded DNA deamination | inhibition, % at 20 µM | recombinant A3G, ssDNA deamination FAM/TAMRA fluorescence | hit rate 0.28% among 330,000 | Q9HC16;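 active = inhibition of at least 40% at 20 µM, with no more than 30% in the related APOBEC3A deaminase screen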;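 note: plate controls were DMSO wells with A3G for no effect and wells lacking A3G enzyme for full effect; some compounds called inactive have numbers as strong as hits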
Target sequence (Q9HC16 whole entry, looked up): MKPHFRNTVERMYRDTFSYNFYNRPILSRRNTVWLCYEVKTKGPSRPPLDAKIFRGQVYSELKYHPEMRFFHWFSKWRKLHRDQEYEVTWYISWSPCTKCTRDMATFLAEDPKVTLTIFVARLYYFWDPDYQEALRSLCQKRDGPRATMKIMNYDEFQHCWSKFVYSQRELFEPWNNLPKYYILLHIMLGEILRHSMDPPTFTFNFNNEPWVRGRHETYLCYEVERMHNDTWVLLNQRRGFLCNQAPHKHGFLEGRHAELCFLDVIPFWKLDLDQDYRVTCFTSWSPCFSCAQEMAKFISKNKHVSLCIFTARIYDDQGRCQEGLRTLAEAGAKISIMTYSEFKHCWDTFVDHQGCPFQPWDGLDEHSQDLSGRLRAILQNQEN
APOBEC3A inh: inhibitors of human APOBEC3A DNA deaminase; P31941; recombinant A3A, FAM/TAMRA ssDNA deamination fluorescence; inhibition, % at 20 µM; hit rate 0.41% among 330,000; AID 493011;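 active = at least 40% inhibition at 20 µM here, with at most 30% in a related deaminase screen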;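 note: plate controls were A3A with DMSO for no effect and wells lacking A3A enzyme for full effect; some results filed as inactive read as strong as hits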
Target sequence (P31941 whole entry, looked up): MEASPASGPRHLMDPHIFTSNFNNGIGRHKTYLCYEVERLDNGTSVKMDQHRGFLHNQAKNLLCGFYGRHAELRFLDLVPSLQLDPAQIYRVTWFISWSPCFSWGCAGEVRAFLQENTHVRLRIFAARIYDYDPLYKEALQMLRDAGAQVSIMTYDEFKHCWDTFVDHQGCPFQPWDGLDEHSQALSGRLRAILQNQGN
MIN6 prolif: induces beta-cell replication in MIN6 cells | MIN6 cells proliferation, ATPlite luminescence, 48 h; cells starved in 0.2% serum; 100% = growth in 10% serum | hit rate 0.29% among 330,000 | proliferation, % at 10 µM;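 active = compounds whose signal lies at least 3.5 SD above the mean of all wells on their plate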;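 note: 0% = DMSO-treated cells in low-serum medium and 100% = 10% serum control; some compounds called inactive have numbers as strong as hits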
NLRP3 yeast inh: inhibitors of NALP3 inflammasome in yeast. Yeast reconstituted NLRP3/ASC/caspase-1, beta-gal luminescence, 24 h. inhibition, % at 10 µM. hit rate 0.39% among 330,000. AID 2825;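 active = inhibition of 50% or more; inactive = inhibition below 50%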;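 note: plate controls were induced DMSO wells for no effect and uninduced yeast grown without galactose for full effect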
TIM10 inh: growth inhibitors of TIM10 yeast strain; S. cerevisiae TIM10 strain growth, BacTiter-Glo luminescence, 24 h; inhibition, % at 10 µM; hit rate 1.4% among 330,000; AID 463195;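 active = inhibition of 40% or more at the single tested concentration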;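 note: wild-type TIM10 isogenic control strain grown at permissive 25 °C; 0% = DMSO yeast wells and 100% = minimal medium wells without yeast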
An asterisk follows results filed as active. Rows are unselected. About 4.6% of those tested had a hit in this group.

Below each SMILES: mIAP inh, mIAP activ, hIAP block, tim10-1 inh, APOBEC3G inh, APOBEC3A inh, MIN6 prolif, NLRP3 yeast inh, TIM10 inh
CCc1nc(NCc2ccccc2)c(C#N)c2c1CCCC2
 : 7.4, 0.926, 8.9, 6.1, -6.2, -4.2, -5.9, -2.1, 10.4
CCOc1ccc(-n2c(C)nc3cc(C(=O)NCc4ccc5c(c4)OCO5)ccc32)cc1
 : -28.0, 1.28, 1.1, 47.2*, -7.2, -2.9, 0.0, 1.5, 8.1
Cc1ccc(NC(=O)C2CCN(S(=O)(=O)c3ccc(Cl)c(C(F)(F)F)c3)CC2)nc1
 : 4.3, 0.957, 3.7, 3.9, -11.9, -2.3, 1.7, 15.4, -3.0
O=C(NCCN1CCN(c2ccccc2)CC1)Nc1ccccc1Br
 : -1.0, 1.01, -6.7, 8.0, -2.3, 1.3, -2.5, 26.7, -18.0
COc1ccc(CNC(=O)CC23CC4CC(CC(C4)C2)C3)cc1OC
 : 2.2, 0.978, -1.2, 26.9, -8.5, -1.4, 0.9, 14.1, 23.4
CCOC(=O)Cn1nc(C)n(-c2ccc(Cl)cc2)c1=O
 : -6.7, 1.07, -16.8, 4.4, -2.3, 1.7, -3.1, 10.0, -4.9
COc1c(OC(C)=O)c(=O)n2c3ccccc3c3ccnc1c32
 : 10.5, 0.895, -2.7, 70.1*, -7.8, -3.0, -3.2, 70.7*, 72.6*
Cc1cccc2c1CC(C)(C)N/C2=C\C(N)=O
 : -10.7, 1.11, -13.1, 20.4, 2.9, -0.8, 0.0, 0.5, -3.7
CCOC(=O)N1CCN(C(=O)c2cn(C)c3ccc(S(=O)(=O)N(C)C4CCCCC4)cc3c2=O)CC1
 : -0.4, 1, -7.5, 2.7, -5.7, -4.0, 0.5, 15.0, -3.5
Cc1ccc(-n2c(=O)c(C#N)cc3c(=O)n4ccccc4nc32)cc1C
 : 3.3, 0.967, -8.3, 8.3, 0.3, 2.1, -1.2, 3.6, -10.5
Cc1ccc(-c2ncccc2OC(=O)C23CC4CC(CC(C4)C2)C3)cc1
 : -0.5, 1, 16.4, 27.9, -5.4, -6.4, -4.5, -0.6, 28.6
Clc1cc(Cl)cc(C2=NCCC(c3ccccc3)O2)c1 (stereo not given)
 : -2.3, 1.02, 17.3, 22.9, -4.0, -3.8, -4.6, 2.4, 3.4
CC(=O)c1cccc(Oc2cc(NN3CCCCC3)c([N+](=O)[O-])cc2[N+](=O)[O-])c1
 : 8.8, 0.912, 1.5, 7.3, 4.5, 1.4, -5.7, 17.0, 10.1
O=C(O)c1ccc(NS(=O)(=O)c2cc(Cl)ccc2Cl)cc1
 : -1.2, 1.01, -21.7, -7.0, -2.7, -1.6, -1.0, 10.1, -14.2
Cc1ccc(NC(=O)COC(=O)CNC(=O)c2ccc3ccccc3c2)c([N+](=O)[O-])c1
 : 1.6, 0.984, -3.7, 33.4, -4.2, -1.3, -1.4, -26.0, 11.9
COCCNC(=O)C(NC(=O)C1CCCCC1)C(C)C (stereo not given)
 : -7.3, 1.07, -8.3, 3.7, -4.1, 0.4, -1.5, 12.8, -0.3
CSc1ccccc1NC(=O)CN(C)C(=O)c1ccc2c(c1)OCCO2
 : -3.6, 1.04, -23.9, 11.6, -6.0, -1.0, -1.6, 15.0, 1.1
Cc1nn(C)c(C)c1S(=O)(=O)NC1CCCC1
 : 4.4, 0.956, -14.4, 11.9, -0.3, -0.3, -0.7, -6.4, 4.0
Cc1ccc(S(=O)(=O)N(C)CC(=O)Nc2cccc3c2CCCC3)cc1
 : 2.9, 0.971, -11.2, 18.6, -1.1, 0.4, -1.4, 17.7, -2.2
CCN1CCN(C2=NC(=O)/C(=C/c3ccc(C)o3)S2)CC1
 : 6.8, 0.932, -2.5, 2.1, 4.0, 1.5, 2.2, 4.4, 8.7
CC(=O)N(C)N(C)c1cc(C)nc(N)n1
 : 4.3, 0.957, -3.1, -18.8, 1.3, 1.0, -2.8, 20.4, -0.3
C/C(=N\NC(=O)c1ccccc1)C1C2C=CC(C2)C1(C)C (stereo not given)
 : -4.7, 1.05, -4.4, 9.7, -5.0, 4.8, 0.1, 13.5, 8.0
O=C(Cn1nc(-c2ccc(Cl)cc2)ccc1=O)N1CCN(c2ccccc2)CC1
 : 7.7, 0.923, -3.6, 13.1, -10.2, -1.9, 0.2, 13.0, 5.1
COCCCNC(=O)C1CC(=O)N(CCc2ccc(F)cc2)C1 (stereo not given)
 : 5.0, 0.95, 11.1, 12.7, -6.7, 0.4, -0.9, 13.5, -8.8
CSc1ccc(C2NC(=O)c3c(sc4c3CCN(C)C4)N2)cc1 (stereo not given)
 : -1.5, 1.01, 7.8, 5.1, -17.8, -4.9, -2.3, 4.4, 7.7
Cc1ccc(C)c(NC(=O)CN(C)C(=O)c2cccc(Oc3ccccc3)c2)c1
 : -11.4, 1.11, -6.0, 7.2, 0.5, 1.9, -3.4, 7.0, 5.5
CCN(CC)C(=O)c1ccc2c3c(cccc13)C(=O)N(CCc1ccc(OC)c(OC)c1)C2=O
 : 0.5, 0.995, 11.3, 17.2, -8.6, -1.6, 0.0, 14.3, 9.9
COc1ccc(N2CCN(C(=O)c3cc(C4CC4)nn3-c3ccccc3)CC2)cc1
 : 0.9, 0.991, 5.0, 6.7, 5.2, 19.7, 0.6, 15.3, -8.5
Cc1cc(NC(=O)C(C)SCC(=O)Nc2cc(C(F)(F)F)ccc2N2CCCCC2)no1 (stereo not given)
 : -7.7, 1.08, 4.4, 35.2, -1.9, -0.1, -6.9, 15.1, 10.9
COc1ccc(-c2noc(N3CCC(C(=O)Nc4cc(OC)c(OC)c(OC)c4)CC3)n2)cc1
 : -53.1, 1.53, -10.2, 8.1, -4.0, -4.3, -0.4, 11.2, -3.7
COc1ccc(CC(=O)NNC(=O)c2cc(C)oc2C)cc1OC
 : 2.7, 0.973, -13.1, -13.0, -7.1, 0.5, -3.3, 3.0, 10.4
CNCCCOc1ccc(C)cc1Br
 : -0.6, 1.01, 5.6, -0.6, 0.2, 1.6, 0.9, 0.8, 3.7
Oc1ccccc1C=NCCN=Cc1ccccc1O
 : 1.0, 0.99, -26.8, -17.0, -3.6, 0.5, 2.3, 10.0, 9.2
Cc1cccc(CS(=O)(=O)Cc2ccc(C(=O)NC3CCCCC3)o2)c1
 : 4.3, 0.957, -36.1, -4.0, -3.2, -4.6, -0.3, 2.5, 3.6
CS(=O)(=O)c1ccc(Cl)c(NC(=O)CSc2n[nH]c(-c3cccs3)n2)c1
 : 5.4, 0.946, -2.1, 8.7, -5.9, -2.2, -4.0, 12.4, 1.7
COc1cccc(OC)c1/C=C/C(=O)NC1CCCCC1
 : -12.3, 1.12, -8.5, 14.7, -6.1, 0.4, -0.8, 19.6, 10.5
Cc1cc(=O)[nH]c(SCCOc2ccc3c(c2)CCC3)n1
 : 0.4, 0.996, -8.6, 13.6, -3.6, -0.3, -1.7, 13.5, 14.2
CCCOc1ccccc1OCC(=O)Nc1cc(Cl)ccc1-n1cncn1
 : -3.4, 1.03, -6.9, 32.7, -7.2, 4.5, 2.4, 7.9, 20.9
CCOC(=O)C1=C(N)Oc2ccc3ccccc3c2C1c1cccc(O)c1 (stereo not given)
 : -1.9, 1.02, 3.9, -56.3, -6.3, 1.3, -3.9, 7.5, 5.1
CSc1nc(S(=O)(=O)c2ccccc2)c(Cl)s1
 : -2.0, 1.02, 0.3, 3.5, -2.3, -1.6, -0.1, 1.4, 8.6
COc1ccc(C(CC(=O)N2CCOCC2)c2c(O)cc(OC)cc2OC)cc1 (stereo not given)
 : -2.8, 1.03, 22.2, 12.8, -4.0, 0.1, -1.8, 24.1, -6.2
Cn1nc(C(F)(F)F)c2cc(C(=O)O)sc21
 : -1.4, 1.01, 7.2, -6.3, -3.5, -2.3, -0.9, 6.5, 6.7
CC1CCCC(NC(=O)CSC2=Nc3ccccc3C3CC=NN23)C1C (stereo not given)
 : -43.3, 1.43, -3.3, 26.0, -3.9, -3.0, -7.0, 20.1, 0.3
O=C(O)CN1C(=O)/C(=C/c2cccc(Cl)c2)Oc2ccccc21
 : -6.3, 1.06, 10.8, 11.0, 0.6, 0.7, -4.2, 3.4, 8.4
O=C(NCCCN1CCCC1=O)c1cccc(S(=O)(=O)Nc2ccc(Br)cc2)c1
 : -5.1, 1.05, -11.3, 20.1, 0.4, -2.6, 1.1, -9.6, 3.3
Cc1ccc(-c2nc(NCCN3CCOCC3)c3ccccc3n2)cc1
 : 2.6, 0.974, 6.9, 16.7, -3.9, -2.9, -1.2, 25.1, 22.0
C=CCn1c(SCN2C(=O)c3ccccc3C2=O)nc2ccc(Cl)cc2c1=O
 : 1.2, 0.988, 8.0, -2.9, -7.0, -0.9, -5.5, -11.4, -19.0
Cc1cc(C(F)(F)F)n(-c2nc(C(=O)N/N=C/c3ccc(F)cc3)cs2)n1
 : 15.1, 0.849, -7.2, 42.1*, -4.3, 1.9, -2.4, 20.5, 14.5
N#Cc1c(-c2ccc(F)cc2)cc(-c2cccnc2)nc1N
 : -8.4, 1.08, -3.6, 15.1, -2.9, 1.3, 0.0, 2.4, -20.6
COc1ccc(S(=O)(=O)N(C)c2ccc(C(N)=O)cc2)cc1
 : 0.5, 0.995, -3.0, 1.1, -5.0, -2.0, 0.8, 5.5, -10.2
O=[N+]([O-])C(C1CCS(=O)(=O)C1)C1CCS(=O)(=O)C1 (stereo not given)
 : 5.0, 0.95, -7.5, -3.4, -1.8, -2.0, -3.9, 15.6, 4.4
O=C(COC(=O)c1ccc(F)cc1)Nc1ccc2c(c1)OCO2
 : -6.4, 1.06, -12.4, -15.1, -1.9, 1.5, 3.2, 22.7, -6.4
COc1ccc(OC(C)C(=O)N(C)Cc2nc(-c3ccccc3)no2)cc1 (stereo not given)
 : 1.5, 0.985, 5.7, 8.9, -6.7, -1.6, 0.1, 25.3, 10.4
Cc1ccc(-c2noc(CN(C(=O)c3ccc4c(c3)OCO4)C(C)C)n2)cc1
 : -6.4, 1.06, -3.8, 14.6, -6.8, 0.5, -0.5, 3.3, 27.1
CC1CCN(c2oc(-c3ccco3)nc2S(=O)(=O)c2ccccc2)CC1
 : -4.9, 1.05, -18.0, 31.0, -6.8, -2.2, -2.9, 9.0, 5.4
CC(=O)Nc1ccc(C(=O)N/N=C/c2ccccc2OC(=O)c2ccc(Cl)cc2)cc1
 : 4.8, 0.952, -93.3, 4.4, -9.9, -3.6, -3.4, 1.6, 4.5
